MEKK3 PB1 HTS = raises or lowers MEK5 binding to the human MEKK3 PB1 domain; Q99759; bead-based flow cytometry, Alexa488-MEK5 binding to MEKK3; actives lie on both sides; 0 = blocked by unlabeled MEK5, 100 = vehicle; binding response (% of control), % at 10 µM; actives 1.4% (n = 290,000); AID 1529;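 active means binding response more than 3 SD above or below the average of its plate-row segment, actives on both sides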;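 further: Alexa488 bead fluorescence after subtracting the streptavidin-only scavenger bead signal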
Target sequence (Q99759 whole entry, looked up, the tested form may be a part): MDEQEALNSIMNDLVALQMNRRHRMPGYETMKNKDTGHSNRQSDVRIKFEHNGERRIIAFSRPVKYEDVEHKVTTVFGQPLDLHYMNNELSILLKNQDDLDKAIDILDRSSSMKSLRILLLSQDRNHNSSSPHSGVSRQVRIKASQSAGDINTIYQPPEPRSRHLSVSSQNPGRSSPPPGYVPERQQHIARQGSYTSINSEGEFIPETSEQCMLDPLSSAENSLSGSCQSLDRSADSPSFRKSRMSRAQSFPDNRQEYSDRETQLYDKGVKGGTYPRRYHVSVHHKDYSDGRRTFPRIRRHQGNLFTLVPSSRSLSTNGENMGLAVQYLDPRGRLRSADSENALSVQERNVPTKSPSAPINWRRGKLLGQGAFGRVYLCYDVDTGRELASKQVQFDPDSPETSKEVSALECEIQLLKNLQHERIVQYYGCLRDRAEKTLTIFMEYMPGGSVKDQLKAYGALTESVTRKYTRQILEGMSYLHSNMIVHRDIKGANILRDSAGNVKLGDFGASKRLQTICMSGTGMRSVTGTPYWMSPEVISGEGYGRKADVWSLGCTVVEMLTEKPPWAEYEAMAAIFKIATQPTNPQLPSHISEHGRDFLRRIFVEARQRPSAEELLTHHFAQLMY
CRFR2-BP antag = blocks CRF-induced signaling of the CRF-BP/CRF-R2 complex; HEK293 CRF-R2/CRF-BP, CRF-induced calcium fluorescence; inhibition, % at 11.8 µM; actives 0.59% (n = 350,000); AID 588475;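 active means inhibition of the ligand-induced calcium signal above about 50% at the single tested concentration, limit read from the data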
MEKK2 mut-MEK5 = signal of MEK5 binding to mutant human MEKK2 PB1 domain. actives 0.35% (n = 290,000). bead flow cytometry, Alexa488-MEK5 binding to MEKK2 mutant. percent response, % at 10 µM; in the data active means percent response above about 24%, passing the limit was not always enough; further: inactives centre near 1; some results filed as inactive read as strong as hits
GalR3 antag = blocks the human galanin receptor 3; HEK293 GalR3-CNG cAMP membrane potential fluorescence; galR3 body fused to GalR1 C-terminus; AID 651719; O60755; actives 0.44% (n = 360,000); inhibition, % at 3 µM;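 active means inhibition above the screen-wide average plus 3 SD, cut at about 13% in these data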;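 further: forskolin and galanin both at EC90 stimulate the cells; cAMP rise reported by CNG channel membrane potential dye signal; 0% = forskolin plus galanin with DMSO and 100% = forskolin alone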
Target sequence (O60755 1-299 limits assumed): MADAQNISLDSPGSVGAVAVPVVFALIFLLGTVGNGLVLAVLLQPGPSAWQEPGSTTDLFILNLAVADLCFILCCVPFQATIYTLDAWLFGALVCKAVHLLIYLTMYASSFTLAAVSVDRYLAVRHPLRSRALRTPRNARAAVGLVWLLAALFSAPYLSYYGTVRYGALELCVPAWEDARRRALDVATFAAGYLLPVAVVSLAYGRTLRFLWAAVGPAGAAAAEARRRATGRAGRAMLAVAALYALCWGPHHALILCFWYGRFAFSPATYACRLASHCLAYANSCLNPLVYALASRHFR
DNA FID counter = fluorescent intercalator displacement, NS3 helicase counter-screen; DNA fluorescent intercalator displacement, fluorescence; actives 0.17% (n = 290,000); inhibition, % at 7.9 µM; in the data active means inhibition above about 37%;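 further: 0% = vehicle and 100% = reference compound; higher means more ethidium bromide displaced from hairpin DNA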
NS3 helicase inh = blocks Hepatitis C virus NS3 helicase unwinding | NS3 helicase DNA unwinding, Cy5 molecular beacon fluorescence | inhibition, % at 10.9 µM | actives 0.56% (n = 290,000);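 active means inhibition above the mean of all tested compounds plus 3 SD, set per campaign, cut at about 35% in these data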;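 further: 0% = DMSO wells and 100% = thioflavine S control wells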
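System: HCV NS3 helicase fragment; control set: DMSO and thioflavine S; technique: Cy5 fluorescence at 0 and 60 min, beacon hairpin quenching; reagent: beacon DNA duplex substrate plus ATP; replicates: singlicate; schedule: 1 h reaction at 25 °C, ATP-initiated; medium: MOPS buffer pH 6.5 with MgCl2, DTT, Tween20, BSA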
MEKK2 WT-MEK5 = raises or lowers MEK5 binding to wildtype human MEKK2 PB1 domain. bead flow cytometry, Alexa488-MEK5 binding to MEKK2 WT; actives lie on both sides. binding response (% of control), % at 10 µM. actives 1.1% (n = 290,000); in the data active means binding response below about 67% or above about 130%
UBC9 SUMO inh = blocks human SUMOylation mediated by UBC9. P63279. HTRF SUMOylation assay, SAE1/SAE2 + UBC9, in vitro. inhibition, % at 35 µM. actives 0.36% (n = 290,000); in the data active means inhibition above about 50%, passing the limit was not always enough; further: strong numbers were not always called active
CRFR2-BP ag = CRF-BP/CRF-R2 complex agonism; HEK293 CRF-R2/CRF-BP, calcium dye fluorescence (FLIPR); percent of saturating CRF peptide response; activation, % at 13.2 µM; actives 0.46% (n = 350,000); AID 588473;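 active means activation of at least 50%, plus an integration ratio under a set limit after plate pattern correction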;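 further: plate controls were neutral control wells without compound for no effect and CRF at EC100 for full effect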
Starred values were filed as active, the others as inactive; / = not tested or not shown; [ ] = remark or other dose. The list is partial. The share of hits here may be higher or lower than overall.

molecule	MEKK3 PB1 HTS	CRFR2-BP antag	MEKK2 mut-MEK5	GalR3 antag	DNA FID counter	NS3 helicase inh	MEKK2 WT-MEK5	UBC9 SUMO inh	CRFR2-BP ag
CCOC(=O)c1cnc2c(cnn2C)c1NCCC#N	89	-1	-6	-5	0	8	88	24	0.5
Cc1cc(C)n2nc(-c3ccccc3)cc2n1	86	16	-14	-3	-3	0	74	28	-2.9
Nc1nc(CN2CCN(c3ccccc3)CC2)nc(N2CCCc3ccccc32)n1	98	1	1	-1	-7	-26	98	23	-1.1
CCn1cc(C(=O)N2CCCC2)c(=O)c2cc(S(=O)(=O)N3CC(C)CC(C)C3)ccc21 (stereo unspecified)	99	-10	-4	-7	-43	9	99	1	-3.1
CN(C)c1nc2n(c(=O)n1)CCS2	99	42	4	-1	-1	-3	107	-7	-0.5
O=c1[nH]c(SCc2n[nH]c(=S)n2-c2ccccc2)nc2sc3c(c12)CCC3	108	93*	5	-1	-26	7	114	10	-1.3
CCN(Cc1ccccc1)C(=O)C1CCN(Cc2sccc2C)CC1	98	11	-2	-4	-1	17	97	-10	-1.3
O=C(CCC(=O)N(CC(=O)NC1CCCC1)c1ccc(F)cc1)Nc1nccs1	105	6	0	-5	-32	0	94	1	-0.9
Cc1cc(OCC(=O)N2CCN(c3cccc(Cl)c3)CC2)c2c(C)c(C)c(=O)oc2c1	106	21	8	3	-11	-9	107	31	-0.6
Cc1nn(Cc2noc(C(=O)NCCCn3ccnc3)n2)c(C)c1Br	100	-16	2	6	-4	0	102	7	-1.2
FC(F)(F)c1cccc(Cn2nnnc2-c2cc(Cl)cc(Cl)c2)c1	101	0	4	/	-9	-3	96	-9	-0.8
CC(C)C(NS(=O)(=O)c1ccccc1)C(=O)N1CCCC1 (stereo unspecified)	101	12	-1	-6	-5	2	99	-7	1.0
CC/S(=N\S(=O)(=O)c1ccc(C)cc1)c1ccccc1 (stereo unspecified)	104	12	7	-2	-3	-32	104	-4	-2.9
O=C(O)c1cc(O)ccc1NC(=O)C1CCCO1 (stereo unspecified)	107	1	1	0	0	-1	103	20	0.4
Cc1cc(C)cc(C(=O)NCC(=O)OCC(=O)N(C)C2CCS(=O)(=O)C2)c1 (stereo unspecified)	99	8	0	0	-3	-9	98	-8	3.4
Cc1ccccc1C(=O)NNC(=S)Nc1cccc(C(F)(F)F)c1	116	46	-1	-2	-3	0	101	-124	13
O=C(Cc1ccc(Cl)cc1)NCCCn1ccnc1	103	13	9	-1	5	-8	109	-6	-0.7
O=C(Cc1ccc(-c2ccccc2)cc1)NC1CCCC1	103	-11	-5	-2	-9	5	96	14	2.0
C=CCSc1nc2sc(C)c(C)c2c(=O)n1N	95	-12	-2	-1	-8	-1	97	10	-1.0
CCNC(=O)COC(=O)c1cc(C)nc2ccccc12	114	-1	-4	1	-12	8	106	13	-5.5
CCOc1ccccc1Nc1nnc(SCC(=O)Nc2ccc3[nH]c(=O)[nH]c3c2)s1	102	4	0	11	-15	-7	100	4	0.1
COc1cc(C(=O)NCc2nnc(SCC(=O)Nc3cccc(C)c3)o2)cc(OC)c1OC	97	3	3	-4	-16	4	95	6	-0.5
CCOc1ccc(N(Cc2cc3cc(OC)ccc3[nH]c2=O)C(=O)C2CCCO2)cc1 (stereo unspecified)	98	-8	-5	-3	-26	-2	96	26	0.0
COc1ccc(/C=N/NC(=O)CN2CCS(=O)(=O)CC2)cc1	102	5	9	-1	-1	2	104	13	0.4
CCOC(=O)N/N=C\C=C\c1ccc2c(c1)OCO2	117	17	0	-5	-5	6	106	8	-1.0
COC(=O)c1ccc(NC(=O)COC(=O)c2cccc3c(=O)c(C)c(-c4ccccc4)oc23)cc1	107	-3	0	-3	2	-11	103	-1	-2.2
CCOC(=O)NC(=O)COC(=O)CCCSc1nc2ccccc2s1	102	13	-2	4	-22	5	103	13	-2.0
Cc1nnc(SC(=O)N2c3ccccc3Sc3ccccc32)s1	115	-5	7	1	-12	-4	109	-8	-0.5
Cc1ccc(-n2ncc3c2CC(C)(C)CC3NC(=O)CCc2c(C)noc2C)cc1 (stereo unspecified)	97	8	-1	-2	-56	0	101	-6	-2.5
CCC(C)(C)NC(=O)C(c1ccccc1)N(C(=O)c1csnn1)C1CC1 (stereo unspecified)	79	-38	4	-3	-17	9	105	-8	0.2
Cc1noc(C)c1CSc1ccccc1C(=O)OC(C)C(N)=O (stereo unspecified)	101	0	3	-7	-9	-13	105	16	0.2
O=C(c1cc(-c2cccc(O)c2)on1)N1CCCC1	99	12	1	1	-6	3	99	12	3.1
O=C(COc1ccccc1Cl)Nc1cccnc1	105	50	2	-5	0	4	104	6	2.0
Cc1ccc(-c2nnnn2-c2ccc(C)cc2)cc1	2.0*[inhibitor]	8	-84	-6	-12	-2	1.0*[inhibitor]	12	-0.3
O=C(Oc1ccc2cccc(OC(=O)N3CCOCC3)c2c1)N1CCOCC1	104	4	3	-2	-22	3	99	4	1.3
CC(=O)Nc1ccc(Oc2cc(C#N)c(C#N)cc2N2CCOCC2)cc1	105	-11	0	-2	-8	-1	107	-2	-1.6
CCOc1ccc(CN2CCNC(=O)C2CC(=O)NCCc2nc(C)c3c(n2)CCC3)cc1 (stereo unspecified)	102	-1	10	4	-23	-11	106	3	1.7
COc1ccc(Cl)cc1C(=O)Nc1ccc2c(c1)OCCO2	102	-5	0	-9	-8	-6	102	-2	0.6
COc1cc(N2CCCC2)c(OC)cc1/C=C(/C#N)c1cccc(F)c1	97	-90	155*	/	-11	-3	101	-5	47
CCOC(=O)c1c(-c2ccc(C)cc2)csc1NC(=O)CCSc1nnc2ccccn12	106	25	1	-10	0	-9	101	-10	-2.5
O=C(O)CCC(=O)Nc1ccc(Cc2ccc(NC(=O)CCC(=O)O)c(O)c2)cc1O	111	2	4	6	-1	-8	107	6	-1.2
Cc1ccccc1C(=O)Nc1cccc(-c2cn3ccccc3n2)c1	104	8	14	-7	-5	-4	110	-5	1.2
C=CCn1c2ccccc2c2nnc(SCC(=O)Nc3c(C)n(C)n(-c4ccccc4)c3=O)nc21	105	-2	7	-4	-33	1	101	10	-0.2
CCOC(=O)C[C@H]1c2ccccc2S(=O)(=O)N1c1cccc(OC)c1	100	3	2	-6	/	/	101	/	-4.8
COc1ccc(C)cc1-n1nnnc1SCc1cn2ccsc2n1	95	2	-3	-2	-10	-6	97	8	-1.9
Cc1ccccc1OCC(=O)NN1C(=O)C2C3C=CC(O3)C2C1=O (stereo unspecified)	100	0	-2	0	-5	-11	102	13	-0.7
CN(C)c1nnnn1-c1ccc(Oc2ccccc2)cc1	100	15	-12	-4	-8	-7	88	-1	-0.3
CCSc1nnc(NC(=O)C2CC=CCC2C(=O)O)s1 (stereo unspecified)	83	-2	-12	5	-7	12	96	14	15
Cc1cc2nc(C)c(=O)n(C)c2cc1C	101	3	-1	-2	-2	-8	99	30	-0.8
COc1ccc(OC)c(NC(=O)CSc2nnc(NC(=O)c3ccco3)s2)c1	101	-3	1	-2	-17	-4	104	5	-2.0
CCCCNC(=O)C1CCN(C/C(C)=C/c2ccccc2)CC1	98	-6	-3	-1	5	3	93	15	-1.7
O=C(N/N=C/c1ccco1)c1cccc(S(=O)(=O)Nc2ccccc2Cl)c1	95	14	-1	0	-16	19	97	11	0.1
Oc1ccc(/C=N/n2cnn(Cc3ccccc3Cl)c2=S)c(O)c1	109	-83	-1	-4	1	0	104	3	16
O=C(CCC(=O)N(CC(=O)NC1CCCC1)Cc1cccs1)Nc1nccs1	100	-9	-8	-7	-9	-5	94	3	0.8
COC(CNC(=O)c1ccc(N2CCCC2=O)cc1)OC	97	17	-2	-7	-2	2	91	19	0.7
O=C(NCCc1c[nH]c2ccccc12)C1Cc2ccccc2CN1C(=O)c1ccco1 (stereo unspecified)	103	3	2	-7	-15	-11	100	23	0.0

Later entries.
molecule	MEKK3 PB1 HTS	CRFR2-BP antag	MEKK2 mut-MEK5	GalR3 antag	DNA FID counter	NS3 helicase inh	MEKK2 WT-MEK5	UBC9 SUMO inh	CRFR2-BP ag
O=C(COc1ccc(Cl)cc1)N1CCN(S(=O)(=O)c2ccccc2)CC1	111	9	9	-5	-23	2	107	-4	-0.5
Cn1c(Cc2ccccc2)nnc1SCC(=O)Nc1ccccc1N1CCOCC1	101	-4	5	-3	-20	-2	103	4	-2.2
COc1ccc(O)c(-c2[nH]ncc2C(=O)c2ccccc2C)c1	102	-1	3	-5	-5	-4	105	-5	-1.7
O=C(CSc1nnnn1-c1ccc(Cl)cc1)N1CCc2ccccc2C1	103	-18	5	-5	-14	4	103	4	-3.9
NC(N)=NC(N)=Nc1cccc(Cl)c1	102	-4	4	-2	/	/	102	-8	-0.7
O=C(CCC1CCCN(C2C3CC4CC(C3)CC2C4)C1)NCc1ccc(F)c(F)c1 (stereo unspecified)	105	-13	7	-6	17	-17	109	20	0.1
O=C(Nc1ccc(F)cc1)Nc1ccccc1NS(=O)(=O)c1cccs1	97	1	6	-6	4	10	105	-10	-0.4
O=C(Cc1ccccc1)Nc1ccc(NC(=O)c2cccs2)cc1Cl	99	-15	-7	-4	-4	3	90	16	-1.0
O=C(O)CN1C(=O)C2C3CC(C2C1=O)C1C(c2ccccc2)c2sc(=O)[nH]c2SC31 (stereo unspecified)	95	9	-3	3	-15	14	94	-10	-2.6
O=C(N/N=C/c1ccc(OC(=O)c2ccccc2Cl)cc1)c1ccccn1	103	2	5	/	-34	1	107	10	1.7
CCC(CC)C(=O)Nc1nnc(S(=O)(=O)N2CCCc3ccccc32)s1	103	1	0	-1	-28	-4	100	14	0.8
COc1cc(S(=O)(=O)N2CCN(C(=O)c3ccco3)CC2)c(OC)cc1C	97	5	0	-4	-20	0	101	0	-1.1
O=C(Nc1ccc(Nc2ccccc2)cc1)C(Cl)(Cl)Cl	98	-18	-1	-4	8	-4	102	-13	-1.3
Cn1cccc1-c1cc(C(=O)N/N=C/c2ccccc2Cl)[nH]n1	101	-11	1	-8	-26	3	98	3	0.0
CCN(c1ccccc1)S(=O)(=O)c1ccc(N)cc1	104	23	4	3	-1	-9	105	6	0.2
COc1ccc(-c2csc(NC(=O)CC(NC(C)=O)c3ccccc3)n2)cc1OC (stereo unspecified)	104	3	5	2	-45	-7	109	6	2.3
O=C(Cc1ccccc1F)NCC(=O)Nc1ccccc1Br	95	0	1	-3	-4	-1	97	8	1.2
